Lipid droplet – modulators of hepatic lipid droplet formation | AML12 mouse hepatocytes, oleate lipid droplets, BODIPY imaging | inhibition, % at 6.5 µM | actives 0.4% (n = 240,000);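 active = lipid droplet intensity inhibited by at least 50%, with more than 500 cells counted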
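Assay system: AML12 hepatocytes (mouse); Probe or stimulus: oleic acid at 100 µM to induce lipid droplet formation; Dosing: compound at 6.5 µM only; Schedule: compound with oleate, overnight; Detection: fluorescence imaging, 20x objective, two fields per well; Measure: % inhibition of lipid droplet signal.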
WT yeast gro inh – growth inhibition of WT yeast, mitochondrial fusion screen. mitochondrial fusion phenotypic screen, WT strain. inhibition, % at 10 µM. actives 2.1% (n = 190,000). AID 1362; in the data active = inhibition above about 58%; tested in S. cerevisiae
b-catenin transl – modulators of beta-catenin nuclear translocation | HeLa beta-catenin nuclear translocation, immunofluorescence imaging | nuclear translocation activity, % at 5 µM | actives 0.3% (n = 190,000);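 active = nuclear translocation activity above 50% at 5 µM, with a well cell count of 50 or more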;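 note: per-cell ratio of nuclear to cytoplasmic median beta-catenin stain intensity; plate controls were DMSO negative control for no effect and GSK-3 inhibitor IX positive control for full effect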
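System: HeLa cells, endogenous beta-catenin; compound dosing: 5 µM primary single dose, 0.1% DMSO, 0.02–20 µM confirmation series; incubation: 24 h compound exposure at 37°C, 5% CO2; signal: beta-catenin immunofluorescence imaging with DAPI; evaluation: % activation, nuclear-to-cytoplasmic median beta-catenin signal ratio per cell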
Insulin prom up – MIN6 insulin promoter up-regulation; MIN6 insulin promoter-GFP reporter, high-content imaging; hits give high values; z-score at 5 µM; actives 0.3% (n = 190,000); AID 1625;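 active = z-score above 3 at 5 µM with at least 500 cells counted in the well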
Dynein cargo inh – blocks dynein driven cargo transport along microtubules; AID 1381; actives 0.47% (n = 220,000); z-score, hits read low; 3617.4 mouse cells, GR-EGFP nuclear translocation imaging; test concentration mostly 20 µM; stimulated with dexamethasone, 1 µM; hits give low values;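 active = plate z-score of nuclear minus cytoplasmic receptor signal below a set negative limit, without overly bright fluorescence or cell loss, cut at about -3.5 in these data, passing the limit was not always enough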;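 note: z-score of nuclear minus cytoplasmic ring GR-EGFP intensity difference per well; some compounds called inactive have numbers as strong as hits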
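Buffer or medium – tet-free medium with charcoal-stripped serum · Signal – automated 10x imaging of fixed Hoechst-stained cells · Also added – dexamethasone agonist, 1.0 µM final, for 30 min · Incubation – induction 48 h, compound 1 h, agonist 30 min · Read-out – GR-EGFP nuclear translocation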
NOD2 inhibition – inhibition of NOD2-driven NF-kB reporter – cell-based, luminescence, uHTS, HEK293 (AID 1566) | HEK293 NOD2/NF-kB luciferase reporter, luminescence; higher % means a stronger effect | actives 0.63% (n = 290,000) | inhibition, % at 4 µM, or EC50 in µM where a hit was titrated; in the data active = inhibition above about 50%; note: many of its hits are not listed in these tables
Yfh1-depleted yeast – mitochondrial function rescue without frataxin homolog – Friedreich's ataxia, plus single-dose screen, dose response (AID 1465); S. cerevisiae Yfh1-off respiration, WST-1 reduction, 72 h; higher fold induction means a stronger effect; one-dose fold induction at 50 µM; EC50 in µM for titrated hits; actives 0.074% (n = 220,000);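 active = fold induction of absorbance versus untreated yeast above a set limit, then at least 30% activation at any dose in follow-up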;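 note: activators that raise dye reduction in frataxin-depleted yeast; strong numbers were not always called active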
Autophagy mod – autophagy modulation, high-content screen; MEF GFP-LC3 puncta imaging; test concentration mostly 10 µM; calls only at 10 µM (by protocol); actives 0.98% (n = 190,000);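 active = percentage of spot-positive cells more than 3 SD above its plate mean, without a fluorescence outlier flag or 80% toxicity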;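 note: spot-positive cell cutoff set from DMSO-treated cells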
MT stabilizer – microtubule stabilizers in HeLa cells. HeLa tubulin immunostaining HCS, 24 h; share of cells brighter than vehicle mean+2SD. % tubulin-high responders, % at 10 µM. actives 0.83% (n = 200,000);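 active = plate Z-score above 3 for both tubulin-high and condensed-nucleus cell shares, with cell loss under 80%, at 10 µM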;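 note: anti alpha tubulin signal scored within the nucleus-defined area of each cell; some results filed as inactive read as strong as hits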
WT yeast gro inh mutant strain – second read-out of WT yeast gro inh, no call of its own (marks repeat the call); inhibition, %; mitochondrial fusion phenotypic screen, mutant strain inhibition
Dynein cargo inh cytoplasmic EGFP – recorded beside Dynein cargo inh, whose call it bears; z-score; measured here: cytoplasmic GR-EGFP intensity; hits give high values
Dynein cargo inh nuclear GR-EGFP – also measured in Dynein cargo inh; calls as there; z-score; measured here: nuclear GR-EGFP intensity;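 lower value marks the stronger effect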
Dynein cargo inh cell count – second read-out of Dynein cargo inh, no call of its own (marks repeat the call); z-score; measured here: cell count per field
Insulin prom up cell count – also measured in Insulin prom up; calls as there; cell count; measured here: cytotoxicity, nuclei count;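 total cells summed across four imaged fields per well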
Lipid droplet cells 6.5 µM – recorded beside Lipid droplet, whose call it bears; cell count; measured here: cell count, cytotoxicity flag;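 cells counted across two imaged fields per well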
b-catenin transl cell count 5 µM – second read-out of b-catenin transl, no call of its own (marks repeat the call); cell count; measured here: cell count, cytotoxicity flag
MT stabilizer Hoechst-high % – recorded beside MT stabilizer, whose call it bears; % Hoechst-high responders; measured here: nuclear condensation Hoechst responders;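 share of cells brighter than vehicle mean plus two SD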
MT stabilizer cytotoxicity % – further read-out of MT stabilizer, marked with its call; toxicity, %; measured here: cytotoxicity by cell density;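 0% = mean cell density of plate MIN control wells and 100% = no cells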
Autophagy mod cell loss 18 h – recorded beside Autophagy mod, whose call it bears; toxicity, %; measured here: cell loss, nuclei count;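 cell loss after 18 h compound exposure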
* marks the source's active call; other numbers are inactive results; i = inactive; . = no result given; & = joins results of further samples. A portion of the library (hit frequency here may not be typical).

SMILES	Lipid droplet	Lipid droplet cells 6.5 µM	WT yeast gro inh	WT yeast gro inh mutant strain	b-catenin transl	b-catenin transl cell count 5 µM	Insulin prom up	Insulin prom up cell count	Dynein cargo inh	Dynein cargo inh cytoplasmic EGFP	Dynein cargo inh nuclear GR-EGFP	Dynein cargo inh cell count	NOD2 inhibition	Yfh1-depleted yeast	Autophagy mod	Autophagy mod cell loss 18 h	MT stabilizer	MT stabilizer Hoechst-high %	MT stabilizer cytotoxicity %
O=S(=O)(O/N=C1\CCCc2ccccc21)c1ccccc1	1	767	8	10	-6.3	964	.	.	-0.54	-0.17	-0.009	0.38	12%	i	i	1	1.6	1.2	6.1
Cc1ccc(-c2[nH]ncc2/C=N/n2c(C)nc3ccccc3c2=O)cc1	2	696	.	.	0.3	1282	-0.17	1223	-0.52	-0.25	-0.17	0.76	-2%	i	.	.	.	.	.
O=C(Nc1nnc(-c2ccco2)o1)c1ccc([N+](=O)[O-])s1	4	645	0	-11	-0.5	896	0.63	1582	-0.58	-0.012	-0.26	0.27	14%	i	i	11	2.3	0.9	2.5
Cc1cccc(C)c1OCC(O)Cn1nnc2ccccc21 (stereo not drawn)	.	.	-11	1	-0.5	1266	0.29	1636	0.18	-0.19	0.21	0.91	0%	i	i	-2	3.3	1.7	6.4
COc1ccccc1C1CC(=O)Nc2c1c(=O)n(C)c(=O)n2C (stereo not drawn)	.	.	-5	-22	-1.0	1113	0.12	859	-0.52	-0.24	-0.3	0.73	-18%	i	i	-1	2.1	4.6	9.7
CCCn1nnc(NC(=O)Cc2ccc(Cl)cc2)n1	2	735	0	-12	-0.4	1239	0.18	1137	-0.12	-0.25	-0.089	0.38	17%	i	i	-6	3.7	2.4	5.6
Cc1cc(=O)n2[nH]c(-c3ccc(F)cc3)cc2n1	.	.	60*	5.3*	-8.5	1000	0.64	1252	-0.66	-0.017	-0.11	0.41	-12%	i	i	2	3.1	2.8	5.3
Cc1ccccc1NC(=O)CSC1=NCCN1	0	702	-2	24	-4.1	1125	0.77	803	-0.42	-0.3	-0.4	0.75	9%	i	i	5	8.5	1.6	5.0
COc1ccc(C2NC(=O)NC(O)(C(F)(F)F)C2C(=O)c2ccc(C)cc2)cc1 (stereo not drawn)	.	.	-4	5	-1.8	1103	0.37	1304	0.5	-0.16	0.35	-0.2	-20%	i	i	6	1.9	1.7	15
CCOc1ccc(NC(=O)C(c2ccccn2)N(C(=O)CCl)c2ccc(OC)cc2)cc1 (stereo not drawn)	0	621	-13	-9	1.7	942	2	1441	-1.4	-0.18	-1.1	0.81	-44%	i	i	16	1.0	3.4	5.4

The final 2 compounds of the section before open the next one.
SMILES	Lipid droplet	Lipid droplet cells 6.5 µM	WT yeast gro inh	WT yeast gro inh mutant strain	b-catenin transl	b-catenin transl cell count 5 µM	Insulin prom up	Insulin prom up cell count	Dynein cargo inh	Dynein cargo inh cytoplasmic EGFP	Dynein cargo inh nuclear GR-EGFP	Dynein cargo inh cell count	NOD2 inhibition	Yfh1-depleted yeast	Autophagy mod	Autophagy mod cell loss 18 h	MT stabilizer	MT stabilizer Hoechst-high %	MT stabilizer cytotoxicity %
COc1ccc(C2NC(=O)NC(O)(C(F)(F)F)C2C(=O)c2ccc(C)cc2)cc1 (stereo not drawn)	.	.	-4	5	-1.8	1103	0.37	1304	0.5	-0.16	0.35	-0.2	-20%	i	i	6	1.9	1.7	15
CCOc1ccc(NC(=O)C(c2ccccn2)N(C(=O)CCl)c2ccc(OC)cc2)cc1 (stereo not drawn)	0	621	-13	-9	1.7	942	2	1441	-1.4	-0.18	-1.1	0.81	-44%	i	i	16	1.0	3.4	5.4
C=C(C)CN1CCN(S(=O)(=O)c2ccc(C)c(N(C)S(=O)(=O)c3ccc(C)cc3)c2C)CC1	-45	648	24	-10	-0.8	1005	0.41	1434	1.6	-0.23	0.88	-0.83	-9%	i	i	11	2.8	1.1	3.4
CN(C)c1ccc(NC(=S)N(CCc2ccccc2)C2CC(=O)N(c3c(Cl)cccc3Cl)C2=O)cc1 (stereo not drawn)	.	.	18	5	.	.	.	.	0.68	-0.22	0.12	-0.37	-25%	i	i	1	1.5	1.8	10
CN(Cc1ccc(O)cc1)C1CCCCC1	.	.	12	4	-1.8	1039	-0.92	1202	-0.12	-0.33	-0.47	0.65	1%	i	i	15	2.6	2.5	10.0
O=C(CCN1C(=O)c2ccccc2C1=O)NC(=S)Nc1cccc(Cl)c1	.	.	.	.	.	.	.	.	0.22	-0.21	0.39	0.039	-10%	i	i	-1	1.7	1.5	9.2
C[C@@H](C(=O)N[C@@H](Cc1c[nH]c2ccccc12)C(=O)O)n1nnc2ccccc2c1=O	7	675	.	.	-1.6	1360	-0.12	1039	-0.43	-0.21	0.19	-0.21	11%	i	.	.	.	.	.
CCN(CC)CC(=O)Nc1ccccc1SCC(=O)Nc1ccsc1C(=O)OC	-28	650	9	5	-2.4	1106	-0.11	1584	-0.078	-0.32	0.094	0.59	0%	i	i	11	3.3	1.3	9.1
Cc1ccccc1Oc1ccccc1N	1	667	-4	-14	-3.7	1082	-0.45	1339	-0.4	-0.29	-0.11	0.17	-6%	i	i	-4	1.5	1.6	7.7
N#Cc1cc(-c2ccccc2)nnc1Sc1ccccc1	-14	746	10	10	.	.	0.74	944	-0.72	0.57	-0.46	0.69	-22%	i	i	-3	1.2	1.3	5.6
Cc1ccc(Cl)cc1NC(=O)C1CC(=O)Nc2ncnn21 (stereo not drawn)	1	718	.	.	-0.9	1342	-0.76	1052	-0.84	-0.24	0.0026	-0.086	16%	i	.	.	.	.	.
Cc1cccc(NC(=O)C2CCCN2/C=C/C(=O)C(F)(F)F)c1C (stereo not drawn)	14	614	8	15	0.3	1090	-0.63	1460	-0.41	-0.26	-0.17	0.72	1%	i	i	13	4.4	1.6	1.4
COC(=O)c1c(NC(=O)c2ccc(Br)s2)sc2c1CCC2	-12	664	5	4	0.6	1307	-1.1	1388	-0.84	-0.09	-0.52	0.79	22%	i	i	2	3.5	2.8	2.3
Cc1cccc(NC(=O)c2ccc(COc3ccc4ccccc4c3)o2)n1	4	724	36	22	-2.1	1051	-0.09	1384	0.032	-0.29	-0.078	0.47	0%	i	i	9	3.4	2.1	7.1
O=C1CC(c2ccco2)CC2=C1C1c3ccccc3C(=O)N1c1ccccc1N2 (stereo not drawn)	1	727	7	-7	.	.	-0.61	1235	-0.86	-0.32	-0.3	0.52	-1%	i	i	-2	16	0.7	26
COc1cc(/C=N/NC(=O)C(=O)Nc2ccccn2)ccc1O	20	631	7	2	-3.1	1134	-0.3	1456	0.98	-0.19	1.2	-1.7	5%	i	i	10	5.6	1.6	2.5
Cc1[nH]c2ccccc2c1CCCO	30	802	.	.	-2.1	1184	-0.46	1387	-0.85	-0.2	-0.55	0.79	-7%	i	.	.	.	.	.
COc1ccccc1CNC(=O)c1cnccn1	1	767	4	-13	-15	1202	.	.	0.69	-0.025	0.24	0.45	7%	i	i	-5	2.1	1.2	9.6
Cn1nnnc1SCC(=O)N1CCOCC1	-10	757	11	-4	-3.1	519	.	.	-0.6	-0.26	-0.36	0.7	8%	i	i	-1	3.6	3.7	4.0
COc1ccc(-c2cc(C(F)(F)F)nc(N3CCOCC3)n2)cc1	.	.	5	35	.	.	.	.	0.42	-0.25	-0.72	-0.42	24%	i	i	-1	2.5	1.6	5.2
CSc1nc2c(cnn2-c2ccc(C)c(C)c2)c(=O)[nH]1	.	.	0	-1	.	.	-2.2	961	-0.45	-0.25	0.0034	0.48	12%	i	i	-3	6.3	2.2	1.2
COc1ccc(C(CNC(=O)c2cc(SC)ccc2Cl)N(C)C)cc1 (stereo not drawn)	-24	694	.	.	-2.6	1164	0.39	1409	0.12	-0.24	0.098	0.16	19%	i	.	.	.	.	.
O=C(Nc1ccc2c(c1)C(=O)NC2=O)c1ccc(S(=O)(=O)N2CCCC2)cc1	7	667	3	1	-2.1	1097	-0.45	1600	-0.21	-0.05	0.33	0.01	-3%	i	i	16	2.0	1.5	5.9
COc1cccc(NC(=O)Cn2c(CCC(=O)O)ccc2-c2ccc(C)cc2)c1	-2	749	7	7	-0.7	1135	0.17	1324	1.4	-0.14	1.1	-0.68	-4%	i	i	16	4.4	1.8	9.7
CSc1n[nH]c(=O)n1C1CCCCC1	-16	717	.	.	-3.3	1212	.	.	0.12	-0.25	-0.032	0.12	2%	i	.	.	.	.	.
COC(=O)CN(C(=S)Nc1ccccc1)C1CC(=O)N(c2ccc(OC)cc2)C1=O (stereo not drawn)	.	.	1	64	0.1	1405	0.01	1266	-0.45	-0.14	-0.61	0.16	10%	i	i	1	1.6	1.8	6.8
Cc1nc2nc[nH]n2c(=O)c1NC(=O)CC12CC3CC(CC(C3)C1)C2	2	792	6&-9	3&-6	3.3&-3.1	1108&1372	0.26&-0.48	1268&1576	0.94&1.6	-0.027&-0.24	0.95&-0.45	-1.8&-0.54	-7%&14%	i	i	-3&-7	5.8&2.8	1.9&1.5	2.3&6.3
Cc1cs/c(=N\N=C2CCCCC2)n1Cc1ccco1	15	670	12	23	0.6	1022	0.19	1412	0.38	-0.21	-0.15	0.69	9%	i	i	24	2.9	2.3	9.3
N#Cc1ccc(CSc2nnc(NC(=O)C3CC(=O)N(c4ccc5c(c4)OCCO5)C3)s2)cc1 (stereo not drawn)	15	665	-9	-11	-4.1	1090	-0.75	1497	0.5	-0.24	0.15	-0.74	1%	i	i	15	2.2	1.3	6.5
